Screening results deposited in PubChem by National Center for Advancing Translational Sciences (NCATS).
GLS inhibitor: glutaminase GLS (human) inhibition; Potency, µM (top dose mostly 45.5 µM), for the others: top-dose activity change, negative = inhibition, hits mostly inhibitors; hit rate 0.21% among 410,000; GLS enzymatic activity, qHTS titration; AID 624170; O94925; note: % is set by controls: 0 for no effect and ±100 for the full control effect
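Read-out is an Amplex red fluorescence increase coupled through glutamate oxidase and HRP, measured before and after 30 min room-temperature incubation. hKGA is in 45 mM KH2PO4 (pH 8.2) with 0.02% Tween-20; glutamine added as 1mM solution.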
HP1b chromo inh: HP1-beta chromodomain-methylated histone interaction inhibition | AlphaScreen HP1-beta / biotin-H3K9me3 peptide binding | Potency, µM (series often up to 114 µM), for the others: at the top dose activity change, negative = inhibition, actives largely listed as inhibitors | hit rate 0.56% among 390,000; note: nearly all actives have a fitted effect of over 70% in size; inactives centre near 23
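Compound inhibition of the preformed complex between 50 nM HP1-beta and 50 nM biotinylated H3K9me3 peptide was read by AlphaScreen. Buffer was PBS pH 7.4 with 0.01% Tween-20. Incubations ran 30 min at room temperature, with 10 ug/mL donor/acceptor beads.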
BLM inh: inhibitors of human Bloom syndrome helicase BLM; hit rate 0.2% among 350,000; Potency, µM (doses to about 56.1 µM), without a hit: at the highest dose activity change, negative = inhibition, hits mostly inhibitors; recombinant BLM DNA unwinding, fluorescence dequenching; P54132; AID 2528;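 note: plate controls were vehicle for no effect and no enzyme for full effect; nearly all actives have a fitted effect of over 35% in size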
BAZ2B inh: inhibitors of human BAZ2B bromodomain; Potency, µM (highest dose often 114 µM), inactives show top-dose activity change, negative = inhibition, actives largely listed as inhibitors; Q9UIF8; hit rate 4.4% among 360,000; AID 504333; AlphaScreen BAZ2B-H3K14Ac peptide displacement; note: % is set by controls: 0 for no effect and ±100 for the full control effect; nearly all actives have a fitted effect of over 60% in size
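In this displacement format the biotinylated H3(5-23) peptide acetylated at Lys14 serves as ligand at 50 nM, with BAZ2B at 50 nM in PBS pH 7.4 containing 0.01% Tween-20. Donor and acceptor beads are 10 ug/mL final.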
G9a block: blocks human histone lysine methyltransferase G9a | hit rate 8.8% among 350,000 | AID 504332 | Potency, µM (top dose mostly 102 µM), for inactives: top-dose activity, negative = inhibition, usual class: inhibitors | Q96KQ7 | G9a H3K9 monomethylation, AlphaScreen, 2 h; note: % is set by controls: 0 for no effect and ±100 for the full control effect; nearly all actives have a fitted effect of over 75% in size
Target sequence (Q96KQ7 913-1193 limits assumed): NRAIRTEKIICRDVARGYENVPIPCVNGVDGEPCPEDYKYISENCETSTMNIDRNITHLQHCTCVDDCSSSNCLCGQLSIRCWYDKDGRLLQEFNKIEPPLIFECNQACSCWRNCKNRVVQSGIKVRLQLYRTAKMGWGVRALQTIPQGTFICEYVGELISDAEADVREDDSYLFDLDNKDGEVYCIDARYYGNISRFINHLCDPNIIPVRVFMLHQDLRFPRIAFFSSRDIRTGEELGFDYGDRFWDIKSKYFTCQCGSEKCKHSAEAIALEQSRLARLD
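G9a (20 nM) was preincubated 15 min with compound, then reacted 2 h at room temperature with 500 nM biotin-H3K9 peptide and 20 µM SAM. Monomethyl-H3K9 detected by AlphaScreen using anti-H3K9me1 antibody.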
Pol iota inh: inhibitors of human DNA polymerase iota. Q9UNA4. Pol iota fluorescent replication assay, 10 min. Potency, µM (highest dose often 115 µM), for the others: top-dose activity, negative = inhibition, actives largely listed as inhibitors. hit rate 1% among 390,000. AID 588590
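Fluorescent replication assay read twice, at 0 min and 10 min after adding 50 nM (final) substrate. Enzyme (10 nM) and compounds were first incubated 15 min at room temperature; enzyme-free buffer wells were negative controls.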
JMJD2A Tudor inh: blocks the human JMJD2A Tudor domain; AlphaScreen JMJD2A-Tudor / H3K4me3 peptide binding; hit rate 4.4% among 390,000; AID 504339; Potency, µM (highest dose often 114 µM), without a hit: at the top dose activity change, negative = inhibition, usual class: inhibitors; note: % is set by controls: 0 for no effect and ±100 for the full control effect; nearly all actives have a fitted effect of over 50% in size
PGK inhibitor: blocks T. brucei phosphoglycerate kinase. P07378. PGK/GAPDH coupled, Kinase-Glo luminescence, 60 min. Potency, µM (series often up to 57.5 µM), for the others: at the highest dose activity change, negative = inhibition, most hits filed as inhibitors. hit rate 0.043% among 380,000. AID 602233; note: % is set by controls: 0 for no effect and ±100 for the full control effect; nearly all actives have a fitted effect of over 60% in size
Target sequence (P07378 whole entry, looked up): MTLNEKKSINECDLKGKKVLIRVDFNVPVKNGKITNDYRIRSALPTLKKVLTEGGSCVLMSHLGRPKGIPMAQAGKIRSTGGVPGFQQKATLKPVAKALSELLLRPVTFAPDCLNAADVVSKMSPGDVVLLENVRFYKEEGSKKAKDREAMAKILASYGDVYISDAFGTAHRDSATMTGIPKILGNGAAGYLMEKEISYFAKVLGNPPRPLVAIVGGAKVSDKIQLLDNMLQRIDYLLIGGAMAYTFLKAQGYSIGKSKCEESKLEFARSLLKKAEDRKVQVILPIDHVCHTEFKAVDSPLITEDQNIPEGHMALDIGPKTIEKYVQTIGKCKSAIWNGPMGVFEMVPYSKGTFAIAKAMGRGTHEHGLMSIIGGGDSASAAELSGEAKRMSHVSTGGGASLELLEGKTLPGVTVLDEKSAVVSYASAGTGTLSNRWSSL
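Luminescent ATP detection (Kinase-Glo Plus) follows a 60-minute room-temperature incubation, with wells lacking PGK as controls. Buffer: 100 mM TEA (pH 7.6), 5 mM MgCl2, 0.01% Tween-20. Coupling enzyme GAPDH (100 nM final) supplies unstable 1,3-BPG in-well.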
Pin1 inhibitor: inhibitors of human Pin1; AID 504891; hit rate 0.009% among 390,000; Potency, µM (top dose mostly 115 µM), without a hit: top-dose activity, negative = inhibition, usual class: inhibitors; Pin1 FP peptide displacement, HiFluor488, 10 min; Q13526; active = well fitted inhibition curve with a large enough effect in the polarisation, with a control signal flat, not every such curve was filed as active; inconclusive = small, poorly fitted or top-dose-only effect, or effect the other way, or a change in a side signal; inactive = no such curve, though single readings can be large or run the other way; the % refers to the polarisation; note: % is set by controls: 0 for no effect and ±100 for the full control effect
Target sequence (Q13526 whole entry, looked up): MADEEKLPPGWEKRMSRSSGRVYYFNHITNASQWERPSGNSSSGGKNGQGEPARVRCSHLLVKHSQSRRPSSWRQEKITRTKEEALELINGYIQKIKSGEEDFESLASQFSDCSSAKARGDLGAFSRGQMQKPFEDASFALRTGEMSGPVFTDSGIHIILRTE
* marks the source's active call; other numbers are inactive results; i = inactive; ? = inconclusive; . = not tested or not shown; & = joins results of further samples; [ ] = remark or other dose. Unless noted, calls come from the whole dose curve; as a rule, active = well fitted curve in the direction sought with a large enough effect; inconclusive = small, poorly fitted or top-dose-only effect, or another doubt; inactive = no such curve, though single readings can be large; an effect the other way counts as inactive or inconclusive. Potency is the fitted concentration of half-maximal effect.

structure	GLS inhibitor	HP1b chromo inh	BLM inh	BAZ2B inh	G9a block	Pol iota inh	JMJD2A Tudor inh	PGK inhibitor	Pin1 inhibitor
CCCn1c(SCC(=O)NC(=O)NC(C)(C)C)n[nH]c1=O	2%	25%	-1%	-13%	5%	-9%	-24%	-1%	2%
C=CCn1c(-c2cccc([N+](=O)[O-])c2)n[nH]c1=S	?	20%	1%	-27%	13µM*	47%[activator]	5.6µM*	i	26%
O=[N+]([O-])c1cccc(-c2ccc(/C=N/NC(=S)Nc3cccc(F)c3)o2)c1	-8%	?	-5%	-24%	-33%	145%[activator]	-28%	0%	1%
CCOC(=O)c1ccc(NC(=O)c2cn(-c3ccccc3)nc2-c2ccc(Br)cc2)cc1	-3%	37%	-7%	-1%	5%[59 µM]	30%	-11%	i	2%
CCn1c(Cc2ccc(OC)cc2)nnc1SCC(=O)NC1CC1	-9%	31%	-2%	-5%	36%	135%[activator]	-2%	4%	-9%
CCOc1ccc(N2CC(C(=O)NCCN3C(=O)S/C(=C\c4ccc(OC)c(OC)c4)C3=O)CC2=O)cc1 (stereo unspecified)	-1%	31%	-1%	3%	17%[59 µM]	59%[activator]	-21%	-7%	-2%
O=C(COc1cccnc1[N+](=O)[O-])NC1CCS(=O)(=O)C1 (stereo unspecified)	-8%	23%	-1%	7%	11%[59 µM]	2%	-8%	i	-6%
Cc1cc2c(C)c(C)c(=O)[nH]c2cc1N	19%	13%	-8%	-32%	?	35%[activator]	-4%	-8%	-9%
CN1C(=O)C(O)(C2COC(C)(C)CC2=O)c2ccccc21 (stereo unspecified)	0%	19%	0%	12%	-13%[59 µM]	19%	-9%	i	2%
COc1ccc(C2CC(c3cccc(F)c3)=NN2c2ccc(S(N)(=O)=O)cc2)cc1 (stereo unspecified)	3%	195%[activator]	.	.	.	16%	44%[activator]	10%	?

By substructure: the entries above containing a nitro group on carbon.
structure	GLS inhibitor	HP1b chromo inh	BLM inh	BAZ2B inh	G9a block	Pol iota inh	JMJD2A Tudor inh	PGK inhibitor	Pin1 inhibitor
C=CCn1c(-c2cccc([N+](=O)[O-])c2)n[nH]c1=S	?	20%	1%	-27%	13µM*	47%[activator]	5.6µM*	i	26%
O=[N+]([O-])c1cccc(-c2ccc(/C=N/NC(=S)Nc3cccc(F)c3)o2)c1	-8%	?	-5%	-24%	-33%	145%[activator]	-28%	0%	1%
O=C(COc1cccnc1[N+](=O)[O-])NC1CCS(=O)(=O)C1 (stereo unspecified)	-8%	23%	-1%	7%	11%[59 µM]	2%	-8%	i	-6%

Further compounds.
structure	GLS inhibitor	HP1b chromo inh	BLM inh	BAZ2B inh	G9a block	Pol iota inh	JMJD2A Tudor inh	PGK inhibitor	Pin1 inhibitor
CCCCOc1ccc(C(=O)N/C(=C/C=C/c2ccccc2)C(=O)N2CCOCC2)cc1	-1%	19%	-10%	-6%	-15%[59 µM]	5%	-32%	-4%	10%
CCOC(=O)C1CCCN(C(=O)c2ccc3c(c2)sc2nc(-c4ccc(CC)cc4)cn23)C1 (stereo unspecified)	-9%	18%	-3%	2%	-4%[59 µM]	31%[activator]	-4%	4%	0%
COc1ccc(Br)cc1CN(C)CC(=O)Nc1cc(Cl)cc(Cl)c1	0%	117%[activator]	-3%	18%	4%[59 µM]	35%[activator]	52%[activator]	2%	27%
N#CCCN(Cc1cccs1)C(=O)c1ccc(Cl)cc1	1%	26%	-1%	2%	6%	-14%	-3%	-5%	1%
Cc1cc(=O)oc2ccc(OC(=O)CN3C(=O)c4cccc([N+](=O)[O-])c4C3=O)cc12	12%	-4%	-7%	-5%	-9%[59 µM]	-9%	-30%	-5%	7%
COCCCNC(=O)/C(C#N)=C/c1c(N2CCN(c3ccc(OC)cc3)CC2)nc2c(C)cccn2c1=O	?	?	-5%	?	-25%[2.33 µM]	120%[activator]	?	4%	5%
COc1cc(OC)cc(C(=O)OC(C)C(=O)NC2CCCc3ccccc32)c1 (stereo unspecified)	1%	46%[activator]	.	9%	?	46%[activator]	1%	6%	2%
COc1cc(/C=N/NC(=O)c2ccncc2)ccc1O	45%&15%[activator]	18%&19%	-4%&-7%	-35%&-9%	-2%[12.7 µM]	19%&-2%	-2%&-3%	-4%&-2%	?
COC(=O)C(C(=O)OC)C1C=CCN(C(C)=O)C1 (stereo unspecified)	-1%	77%[activator]	.	.	.	-13%	-13%	-8%	-3%
O=C(Cn1nc(Cc2cccnc2)c2ccccc2c1=O)N1CCN(c2ccc(F)cc2)CC1	0%	46%[activator]	-2%	-27%	?	59%[activator]	-23%	i	-19%
O=C(NNC1=NCCC1)c1cccc(S(=O)(=O)N2CCOCC2)c1	34%[activator]	19%	4%	-2%	-9%	10%	?	-3%	-2%
CCn1c(O)c(/C=C2\C=NN=C2c2ccc(C)cc2)sc1=S	-4%	-2%[57 µM]	-2%	?	?	89µM*	?	i	?
COc1ccc(-c2[nH]ncc2/C=N/NC(=O)c2ccc(Br)cc2)c(OC)c1	5%	40%[activator]	-7%	-8%	-8%[59 µM]	168%[activator]	-7%	-2%	7%
CCCCN(CC)S(=O)(=O)N1CCC(C(=O)NCCCN2CCOCC2)CC1	-9%	27%	0%	-27%	37%[0.501 µM]	9%	-15%	i	7%
CCN(CC)S(=O)(=O)c1ccc(C(=O)NCCSc2c(-c3ccc(OC)cc3)[nH]c3ccccc23)cc1	-3%	13%	-11%	-9%	-34%[59 µM]	4%	-25%	1%	18%
COc1ccc(C)cc1NC(=O)N1CCC(CN2CCC(C)CC2)CC1	13%	16%	0%	-7%	-14%[59 µM]	-13%	-7%	-7%	-7%
Cc1ccc(OC(=O)c2ccncc2)c(C)c1	-1%	48%[activator]	0%	12%	1%	-3%	16%	6%	-1%
Cc1c(C)c2ccc(OCC(=O)Nc3cccnc3)c(C)c2oc1=O	-13%	16%[57 µM]	-9%	2%	-4%	19%	-4%	-9%	5%
CC(C)C(NC(=O)OCc1ccccc1)C(=O)O (stereo unspecified)	2%	18%	-3%	-3%	37%[0.501 µM]	3%	-6%	i	4%
CN1CCN(CCCNC(=O)CCCOc2cc(=O)n(C)c3ccccc23)CC1	-4%	24%	-9%	-5%	-15%[59 µM]	5%	6%	-1%	-4%

Continued:
| molecule | GLS inhibitor | HP1b chromo inh | BLM inh | BAZ2B inh | G9a block | Pol iota inh | JMJD2A Tudor inh | PGK inhibitor | Pin1 inhibitor |
| --- | --- | --- | --- | --- | --- | --- | --- | --- | --- |
| CCC(=O)OCc1c(C(F)(F)F)nn(C)c1Sc1ccc(Cl)cc1 | . | 173%[activator] | -9% | 179%[activator] | 191%[activator][59 µM] | 7% | 282%[activator] | 9% | -3% |
| COCCCn1c(=O)c2ccccc2n(Cc2cc(C(=O)OC)ccc2OC)c1=O | -3% | 24% | 1% | -9% | . | 47%[activator] | ? | -5% | 1% |
| N#CC1(NC(=O)COC(=O)CCN=C2NS(=O)(=O)c3ccccc32)CCCCC1 | -1% | 27% | -2% | -12% | 79µM* | 129%[activator] | -9% | 3% | -2% |
| O=C(c1cc(COc2ccc(F)cc2Cl)on1)N1C[C@H]2CC[C@H]1C2 | -1% | 34% | -3% | 7% | 32%[activator] | 1% | -2% | -5% | 5% |
| CCN1C(=O)c2ccc(C(=O)Nc3ccc4c(c3)OCO4)cc2C1=O | 3% | 36% | -1% | 0% | 52%[activator] | 38%[activator] | -24% | -1% | -6% |
| CC1=CCCC(C)(C)C1/C=C/C(C)=N/NC(=O)c1ccncc1 (stereo unspecified) | 0% | 26% | 1% | . | 43% | 82%[activator] | -10% | 0% | 3% |
| O=C(CN1CCCCC1)NN(Cc1ccccc1)c1ccccc1 | 0% | ? | 1% | 50µM* | 16µM* | 58%[activator] | -2%[11.4 µM] | i | 6% |
| CC(C)N(CCCNC(=O)c1ccc(N2CCCC2=O)cc1)Cc1ccccc1 | 7% | 19%[57 µM] | 3% | -20% | 9%[59 µM] | -11% | -3% | -8% | -11% |
| COc1ccc(CCNC(=O)Cn2c(-c3nonc3N)nc3ccccc32)cc1OC | -1% | 46%[activator] | 0% | -2% | 7% | 13% | -24% | -4% | 29% |
| CCN(CC(=O)Nc1cccc(S(N)(=O)=O)c1)Cc1nc2ccccc2c(=O)[nH]1 | 4% | 51%[activator] | 3% | -13% | -47% | -5% | -17%[11.4 µM] | -2% | 6% |
| O=C(Cc1c(F)cccc1Cl)Nc1cc(S(=O)(=O)N2CCCCC2)ccc1N1CCOCC1 | -4% | 2% | -7% | -8% | -4%[12.7 µM] | 28% | -19% | 3% | 7% |
| CCC(=O)N1CCc2cc(S(=O)(=O)N3CCCC3)ccc21 | -2% | 51%[activator] | -1% | 2% | 5% | 5% | 22% | -6% | -5% |
| O=C(O)/C=C/C(=O)Nc1ccc(Oc2ccccc2)cc1 | 33% | 24% | -10% | -23% | . | 49%[activator] | -12% | -4% | -2% |
| CCN(CC)c1ccc(NS(=O)(=O)c2cc3[nH]c(=O)c(=O)[nH]c3cc2C)c(C)c1 | 52%[activator] | -29% | -4% | 50µM* | 14µM* | ? | 45µM* | 1% | ? |
| Oc1ccc(-c2csc(Nc3ccccn3)n2)cc1 | 1% | 3% | -5% | ? | 71µM* | 18% | -27% | 6% | ? |
| CCOc1ccccc1CNC(=O)c1nn(C)c2c1CS(=O)(=O)c1ccccc1-2 | 2%&-13% | 18%&18% | -2%&0% | -2%&-12% | -28%[59 µM] | 29%&-10% | -11%&-4% | 11% | 0%&2% |
| CCC(=O)Nn1cnc2c(c1=O)C1(CCCCC1)Cc1ccccc1-2 | -1% | 22% | -6% | 5% | 20%[59 µM] | -4% | 2% | 8% | 0% |

Only part of the results is shown; count on the stated rates, not on these rows.
